Bioassay records: PubChem BioAssay, The Scripps Research Institute Molecular Screening Center
TEAD-YAP block = TEAD-YAP interaction inhibition; actives 1.4% (n = 640,000); AID 1259422; HEK-TIYL cells, TEAD-Gal4/YAP UAS-luciferase luminescence; inhibition, % at 9.12 µM; in the data active = inhibition above about 32%;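 note: 0% = median of test compound wells and 100% = reference inhibitor wells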
MITF inh = inhibitors of human MITF | O75030 | AlphaScreen MITF homodimerization, bead proximity signal | inhibition, % at 2.6 µM | actives 0.91% (n = 650,000) | AID 1259374; in the data active = inhibition above about 50%;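 note: 0% = vehicle wells with protein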
GPR151 activ = activators of human GPR151. PathHunter beta-arrestin GPR151 cells, luminescence. AID 1508602. Q8TDV0. activation, % at 11.2 µM. actives 1% (n = 650,000); in the data active = activation above about 4.9%;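 note: 0% = median of compound wells and 100% = cells with positive control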
FBW7 act = activators of human E3 ligase FBW7; AlphaScreen FBW7–phospho-cyclin E peptide binding, activator screen; normalized activity (activation), % at 26.1 µM; actives 0.13% (n = 650,000); in the data active = normalized activity above about 1.9%;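 note: purified mutant Fbw7 with reduced substrate affinity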
Target sequence (Q969H0 whole entry, looked up): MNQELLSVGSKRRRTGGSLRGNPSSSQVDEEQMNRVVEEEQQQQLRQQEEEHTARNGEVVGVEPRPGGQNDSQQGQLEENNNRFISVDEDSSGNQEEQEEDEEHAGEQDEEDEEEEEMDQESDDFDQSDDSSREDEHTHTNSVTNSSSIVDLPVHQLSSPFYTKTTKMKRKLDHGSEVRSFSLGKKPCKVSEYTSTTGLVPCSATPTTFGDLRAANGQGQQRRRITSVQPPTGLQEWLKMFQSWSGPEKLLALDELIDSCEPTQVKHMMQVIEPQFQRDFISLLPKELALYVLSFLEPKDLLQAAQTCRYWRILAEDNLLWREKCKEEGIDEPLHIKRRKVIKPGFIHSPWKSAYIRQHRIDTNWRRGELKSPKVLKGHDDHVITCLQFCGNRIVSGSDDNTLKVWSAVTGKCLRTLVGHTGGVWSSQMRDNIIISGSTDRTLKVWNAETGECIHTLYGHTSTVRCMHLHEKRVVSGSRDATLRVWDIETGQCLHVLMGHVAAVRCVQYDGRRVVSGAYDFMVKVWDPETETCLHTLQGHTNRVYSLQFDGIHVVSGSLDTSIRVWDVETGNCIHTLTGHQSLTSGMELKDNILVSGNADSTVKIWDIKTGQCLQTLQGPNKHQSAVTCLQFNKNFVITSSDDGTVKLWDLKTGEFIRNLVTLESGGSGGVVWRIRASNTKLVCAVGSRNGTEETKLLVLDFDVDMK
Numbers without * were called inactive; x = no result given.

SMILES	TEAD-YAP block	MITF inh	GPR151 activ	FBW7 act
CCN(CC)c1ccc(NC(=S)NCC2CCCO2)cc1 (configuration not stated)	-48.2	-1.0	0.3	-0.2
COc1ccc(-c2ccc(=O)n(CC(=O)NCCc3ccccc3)n2)cc1	16.3	-3.4	-0.7	0.0
CC(=O)c1cccc(NC(=O)CCC(=O)Nc2cccc(C(C)=O)c2)c1	8.6	9.9	-1.0	0.1
COc1ccc(C(=O)Nc2noc3ccccc23)cc1OC	-30.6	4.3	-1.6	0.5
O=C(Nc1ccc2nc3n(c(=O)c2c1)CCCC3)c1ccc(F)cc1Cl	2.1	7.0	-0.9	0.5
COC(=O)COc1ccc2cc(-c3ccc(OC)c(OC)c3)c(=O)oc2c1	9.3	-0.2	-2.3	0.4
CCn1nc2n(CC(=O)NC3CCCCC3C)c3ccccc3n2c1=O (configuration not stated)	-1.2	-2.0	4.4	-0.1
CCOc1ccc(-n2c(SCC(=O)NCCc3ccc(OC)c(OC)c3)nc3n[nH]c(C)c3c2=N)cc1	2.8	9.1	-0.8	0.1
CC(C)c1cc(CNC(=O)CCc2nnc(CCCCc3ccccc3)o2)on1	-8.5	-8.6	-0.1	-0.1
CCOC(=O)CSc1nc2c(c(=O)n1-c1ccccc1OC)SCC2	-4.7	4.0	1.3	0.0
Cc1cc(C)c2c(N)c(C(=O)NCC3CCCO3)sc2n1 (configuration not stated)	-64.7	-9.3	0.2	-0.1
COc1cccc(CC(=O)Nc2ccc(C(C)=O)cc2)c1	-16.6	-1.4	0.5	-0.1
Nc1nc(NC2CCN(Cc3ccccc3)CC2)nc2c1ncn2Cc1ccc(C(F)(F)F)cc1	-2.9	-6.4	1.8	0.0
CC(=O)c1c(C)[nH]c(C(=O)OCC(=O)Nc2cccc(Cl)c2)c1C	43.9*	7.1	-0.8	0.1
COc1ccc(NC(=O)C(Cc2ccccc2)N2C(=O)c3ccccc3C2=O)cc1 (configuration not stated)	3.3	-8.7	0.7	0.1
COc1ccc(OCC(=O)Nc2ncc(Cc3ccccc3Cl)s2)cc1	-4.1	14.7	-0.4	0.3
O=C(c1ccc(Br)o1)N1CCN=C1SCc1cccnc1	-4.9	9.5	1.1	0.1
COC(=O)[C@H]1CCc2ccccc2N1C(=O)C1CCC1	-4.2	-3.9	0.1	0.0
COc1ccccc1CNC(=O)C(=O)c1c(C)[nH]c2ccccc12	-8.1	-4.3	3.1	0.0
CC(=O)C(Sc1nnc(NC(=O)C2CC(=O)N(c3ccccc3)C2)s1)C(=O)N(C)C (configuration not stated)	-9.2	0.1	2.9	-0.1
Clc1ccccc1OCCN1CCNCC1	6.8	3.3	5.4*	0.0
Cc1cnc(C)c(-c2cc(F)cc3c2OC(CNC(=O)c2ccc[n+]([O-])c2)C3)n1 (configuration not stated)	9.4	-0.9	0.5	-0.1
CCOC(=O)c1ccc(CNS(=O)(=O)c2cccc3nsnc23)o1	3.2	-15.0	1.2	-0.1
CCOCC(=O)Nc1ccccc1C(C)C	-3.4	-5.6	-1.0	0.0
CC1SC(C)C(=O)N(CC(=O)Nc2ccc(OC(F)(F)F)cc2)C1=O (configuration not stated)	17.8	2.3	1.0	-0.1
CC(=O)N1CCc2c(sc3c2c(=O)n(-c2ccccc2)c(=O)n3CC(C)C)C1	2.4	-1.9	-1.6	0.6
COc1ccc(/C=C/c2nc3ccccc3c(=O)n2-c2ccc(OC)c(Cl)c2)cc1O	12.7	8.4	-1.4	0.6
O=C(Nc1nc2ccccc2s1)c1ccc(Oc2ccc([N+](=O)[O-])cc2)cc1	10.0	1.6	-1.0	-0.3
Cc1c(C(=O)Nc2nc3ccccc3s2)cccc1[N+](=O)[O-]	-39.0	6.2	-0.7	0.1
CC1=NN(C(=O)c2ccncc2)C(O)(c2ccncc2)C1 (configuration not stated)	-3.7	13.3	1.7	-0.2
CC1Oc2ccc(F)cc2N(Cc2ccc3ccccc3n2)C1=O (configuration not stated)	-5.9	14.9	0.7	-0.1
CCCSc1nnc(-c2ccccc2N=Cc2c(C)[nH]n(-c3ccccc3)c2=O)c(=O)[nH]1	-29.2	2.9	0.8	0.2
Clc1ccc(C2=CC(c3ccccc3)n3ncnc3N2)cc1 (configuration not stated)	6.5	-0.1	1.2	0.1
Nn1c(Cc2ccccc2F)nnc1SCc1cc(=O)n2ccsc2n1	-1.9	-15.3	-0.6	-0.1
C#CCN(C)C(=O)c1cnc2scc(C(C)(C)C)n2c1=O	-0.9	0.1	0.3	-0.1
CC1=C(C(=O)OC(C)(C)C)C(c2ccc(Cl)cc2)C(C#N)=C(SCC(=O)Nc2cc(C)ccc2C)N1 (configuration not stated)	0.5	-11.6	2.8	-0.1
COC(=O)C1=C(C)N(CC2CCCO2)C(=O)/C1=C\c1cccc(OC)c1OC (configuration not stated)	-19.2	4.1	-1.8	-0.1
Nc1ncc(-c2nc3ccccc3[nH]2)s1	-54.6	9.8	-4.8	0.1
CCC(=O)Nc1nc2c(s1)C(=O)CC(C(=O)NCc1nc3ccccc3[nH]1)C2 (configuration not stated)	5.1	0.8	3.0	-0.1
O=C(NCCn1ccc2ccccc21)c1ccc(Br)cc1	-55.9	5.3	0.7	0.0
O=C(CN1C(=O)CNC1=O)Nc1cccc2ccccc12	8.2	-19.3	-0.1	0.1
CCCOc1ccc(/C(O)=C2/C(=O)C(=O)N(CCCN3CCOCC3)C2c2ccc(Cl)cc2)c(C)c1 (configuration not stated)	-7.1	5.6	0.3	0.1
CCOC(=O)C1=C(O)/C(=C/c2ccc(OC)c(OC)c2)SC1=Nc1ccc(Cl)cc1	-2.8	-2.5	2.4	-0.1
O=[N+]([O-])c1ccc(-c2nc(-c3ccccc3)c(-c3ccc(F)cc3)[nH]2)cc1	-1.4	3.1	-0.5	-0.1
COc1ccc(-c2cnc(NCc3cc(OC)c(OC)c(OC)c3)c3nccn23)cc1	3.1	13.9	0.1	0.2
N/C(=N\OC(=O)c1cccc(F)c1)c1cccc([N+](=O)[O-])c1	-2.5	9.8	1.1	-0.1
Cc1ccc2sc(-c3ccc(NCc4ccncc4)cc3)nc2c1	14.0	-0.4	1.0	0.1
Cc1cc(C(=O)NC2CCCC(C)C2C)c2ccccc2n1 (configuration not stated)	9.2	3.6	1.8	0.0
C[C@H](NS(=O)(=O)c1ccc(Cl)cc1)C(=O)OCC(=O)N1CCOCC1	3.8	10.4	0.1	-0.1
CNC(=O)CN1C(=O)COc2ccc(S(=O)(=O)N3CC(C)CC(C)C3)cc21 (configuration not stated)	-4.0	0.7	3.4	-0.2

Later entries.
SMILES	TEAD-YAP block	MITF inh	GPR151 activ	FBW7 act
CCc1ccccc1N(CC(=O)Nc1ccc(S(=O)(=O)N2CCOCC2)cc1)S(=O)(=O)c1ccccc1	11.9	12.0	-0.1	0.4
COc1cc(CN2CCN(Cc3cccc(C(F)(F)F)c3)CC2CCO)cc(OC)c1 (configuration not stated)	2.1	9.1	0.0	-0.1
Cc1cccc(Cn2c(C)c(CNCc3cccc(Br)c3)c(C(=O)O)c2C)c1	-0.5	13.7	-0.5	-0.2
CCn1c(C2COc3ccccc3O2)nc2ccc(-c3ncnc4[nH]ccc34)cc21 (configuration not stated)	-2.7	19.0	0.9	0.8
COCCCNc1nc2c(c(=O)n(C)c(=O)n2C)n1Cc1ccccc1Br	-3.3	3.4	-0.6	-0.2
CCOc1ccc(Nc2nc(-c3ccc(OC)c(OC)c3)nc3ccccc23)cc1	2.3	-5.5	0.5	0.1
CCc1cc2c(nc1CC)CCN(CC/C(C)=N/OC[C@@H](O)COCc1ccco1)C2	x	26.0	-1.0	0.0
CN(c1ccccc1)c1ccc(/C=C2/C(=O)ON=C2c2cccc([N+](=O)[O-])c2)cc1	1.1	17.0	2.4	0.1
O=C1C(=O)N(c2ccccc2Br)C(=O)N1c1cccc(Cl)c1	-55.3	13.9	-1.9	0.0
O=C(Nc1nnc(COc2ccc(C3CCCCC3)cc2)s1)c1ccc(F)cc1	-4.7	14.0	0.3	0.1
O=C(c1ccco1)N1N=C(c2cccs2)CC1c1cccc(O)c1 (configuration not stated)	-16.7	7.9	2.5	-0.1
Cc1cc(C)c(NC(=O)C2CCCN(S(=O)(=O)c3c(C)noc3C)C2)c(C)c1 (configuration not stated)	0.0	2.2	0.1	0.0
CS(=O)(=O)N1CN(S(C)(=O)=O)C2NC(=O)NC21 (configuration not stated)	-2.9	1.2	0.1	-0.1
O=C(Cc1ccccc1)Nc1ccc(-c2nnc(-c3ccco3)o2)cc1	-8.6	9.4	-0.9	-0.1
Cc1ccccc1CNC(=O)C(=O)NCC1CCCN1S(=O)(=O)c1ccccc1 (configuration not stated)	8.0	8.4	1.4	0.0
Cc1ccc(C)c(NC(=O)C(=O)N/N=C/c2ccccc2F)c1	3.8	17.0	1.0	0.1
Cc1cc(C)n2c(SCC(=O)N3CCN(C(=O)c4ccco4)CC3)nnc2n1	-1.8	0.1	1.0	0.2
CC1=C(C(=O)N2CCCC(N3CCOCC3)C2)OCCO1 (configuration not stated)	6.8	10.3	-1.1	0.4
Cc1nnc2n1NC(c1ccc(F)cc1)C(C(=O)Nc1ccc(Cl)cc1)S2 (configuration not stated)	10.7	15.8	-0.7	0.0
O=C(NNC(=O)c1ccco1)Nc1ccc(Cl)cc1Cl	-21.5	-3.2	-2.1	0.2

Full records from above. Order of screens: TEAD-YAP block, MITF inh, GPR151 activ, FBW7 act
Cc1cnc(C)c(-c2cc(F)cc3c2OC(CNC(=O)c2ccc[n+]([O-])c2)C3)n1 (configuration not stated) across the screens: 9.4, -0.9, 0.5, -0.1
COCCCNc1nc2c(c(=O)n(C)c(=O)n2C)n1Cc1ccccc1Br across the screens: -3.3, 3.4, -0.6, -0.2
CC(=O)c1cccc(NC(=O)CCC(=O)Nc2cccc(C(C)=O)c2)c1 across the screens: 8.6, 9.9, -1.0, 0.1
CC(C)c1cc(CNC(=O)CCc2nnc(CCCCc3ccccc3)o2)on1 across the screens: -8.5, -8.6, -0.1, -0.1
Cc1ccccc1CNC(=O)C(=O)NCC1CCCN1S(=O)(=O)c1ccccc1 (configuration not stated) across the screens: 8.0, 8.4, 1.4, 0.0

Additional results.
SMILES	TEAD-YAP block	MITF inh	GPR151 activ	FBW7 act
Cc1ccc(C)c(OCC(=O)Nc2ccc(S(=O)(=O)Nc3cc(C)on3)cc2)c1	3.8	-18.1	1.6	-0.1
CCOC(=O)CNc1nc(C(C)(C)C)nc2c1nnn2Cc1ccccc1	-0.2	0.7	-0.3	0.1
NC(=O)c1ccc(-c2ccc(C(=O)Nc3ccc(N4CCOCC4)cc3)s2)cc1	3.8	7.2	-0.2	0.0
N=C1C(c2nc3ccccc3c(=O)[nH]2)=C(O)CN1c1ccccc1	4.1	-11.3	2.1	0.2
CCOc1c([N+](=O)[O-])cc2c(C)c(Br)c(=O)oc2c1OCC	-0.8	10.5	-0.5	0.0
COC(=O)c1ccc(C(=O)OC)c(NC(=O)c2ccc3c(c2)C(=O)N(c2cccc(OC)c2)C3=O)c1	-1.4	13.6	0.5	0.0
COC(=O)c1nc2n(n1)C(c1ccc(F)cc1)C=C(c1ccc(Cl)cc1)N2 (configuration not stated)	18.5	6.0	-0.7	-0.1
C=CCOc1ccc(C2N3CC4([N+](=O)[O-])CN2CC([N+](=O)[O-])(C3)C4(C)C)cc1 (configuration not stated)	3.1	-3.2	1.7	-0.1
COCCN1CCN(Cc2nc(-c3ccc(OC)cc3)no2)CC1	-2.6	3.5	-2.3	0.1
CN(CCNC(=O)C(=O)Nc1ccc2nc3n(c(=O)c2c1)CCCCC3)C1CCCCC1	-12.0	16.6	-0.4	-0.1
NS(=O)(=O)c1ccc(NC(=O)c2ccc(N3CCCCC3)c([N+](=O)[O-])c2)cc1	-0.1	1.5	2.0	-0.2
COc1ccc(C2=NN(S(C)(=O)=O)C(c3ccc(C)cc3)C2)cc1 (configuration not stated)	-73.4	2.9	-3.2	-0.1
COc1ccc(C(CC(=O)NCc2ccccc2OC)NS(=O)(=O)c2ccc(OC)cc2)cc1 (configuration not stated)	3.7	12.9	1.0	0.0
O=C(O)C1CCN(c2nc(-c3cccc4ccccc34)cs2)CC1	-6.4	-1.8	0.2	-0.3
Cc1cccc2cc(/C=C3\NC(=S)NC3=O)c(N3CCCCC3)nc12	-1.7	22.1	-2.4	0.1
COC(=O)c1cc(-c2ccc(/C=C3\C(=O)N(c4ccc(S(N)(=O)=O)cc4)N=C3C(F)(F)F)o2)ccc1Cl	10.2	11.4	0.3	0.2
CCN(CC)c1nc(NCCc2ccc(OC)cc2)nc(Nc2nc3ccccc3n2C)n1	0.1	-2.0	1.1	-0.1
OCC1CCN(C2CCCN(C3Cc4ccccc4C3)C2)CC1 (configuration not stated)	5.6	10.4	2.0	0.0
CCOCC(=O)Nc1nnc(CC)s1	-9.9	-3.2	1.8	0.1
O=C1CSC(c2ccc(Br)s2)N1c1ccc(Br)cc1 (configuration not stated)	4.9	-1.0	-0.1	-0.1
CCSc1nnc(NC(=O)CSc2nc3c(c(=O)n2C)SCC3)s1	12.8	-4.6	-1.0	-0.1
CC(=O)Nc1cccc(-c2cnc3c(N4CCOCC4)nccn23)c1	78.8*	11.2	-0.7	-0.9
CCOC(=O)c1ccc(N2CCN(c3ccccc3F)CC2)c(NC(=O)Nc2ccc(CC)cc2)c1	4.8	-2.2	0.1	0.0
Nc1nc(SCC(=O)NCc2ccc(Cl)cc2Cl)n[nH]1	8.9	14.2	-0.4	0.1
COc1ccc(C)cc1N1CCn2c1nc1c2c(=O)n(CCc2ccccc2)c(=O)n1C	-1.2	6.9	0.3	-0.1
CC(=O)Nc1cccc(N=Cc2c(O)ccc3ccccc23)c1	3.2	10.1	-0.4	0.2
